# Bioassay records deposited in PubChem BioAssay by several laboratories.
# GPR55 LPI antagonism: GPR55 antagonists blocking LPI-driven arrestin recruitment, primary screen, imaging, U2OS, beta-arrestin-GFP, LPI agonist (AID 2013); actives 0.13% (n = 290,000); inhibition, % at 10 µM, or IC50 in µM where a hit was titrated; U2OS GPR55 beta-arrestin-GFP translocation imaging, LPI antagonism; higher % means a stronger effect;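 active = spots per cell inhibited over 60%, with over 100 cells counted and total cytoplasm intensity under 500,000; inconclusive = wells with under 100 cells, flagged as likely toxic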;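 note: U2OS cells stably carrying GPR55 and arrestin-GFP stimulated by 5 µM LPI near EC80; imaged beta-arrestin-GFP aggregate spots per cell after agonist stimulation; plate controls were LPI-stimulated DMSO wells for no effect and DMSO wells without LPI for full effect; some results filed as inactive read as strong as hits; confirmed hits need IC50 under 10 µM and bright autofluorescent wells are also inconclusive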
# PhoP inhibition: inhibitors of PhoP regulon expression, primary screen, Salmonella Typhimurium, GFP reporter (AID 1863) | S. Typhimurium PhoP-regulated promoter GFP reporter, 4 h; higher % means a stronger effect | inhibition, % at 50 µM; hits with a dose series show IC50 in µM | actives 0.16% (n = 300,000);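 active = inhibition over 29.93%, a cutoff 3 SD above the screen mean, later confirmed by dose response; inconclusive = inhibition over 29.93% but no dose response follow-up; inactive = inhibition at most 29.93% or unconfirmed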;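 note: 0% = low Mg2+ inducing control and 100% = high Mg2+ repressing control; strong numbers were not always called active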
# GPR35 arrestin U2OS: GPR35 antagonists blocking zaprinast-driven arrestin recruitment, primary screen, imaging, U2OS, beta-arrestin-GFP, zaprinast agonist (AID 2058). U2OS GPR35 beta-arrestin-GFP translocation imaging, zaprinast antagonism; higher % means a stronger effect. inhibition, % at 10 µM; hits with a dose series show IC50 in µM. actives 0.052% (n = 290,000);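 active = inhibition of at least 50% with at least 30 cells and total cytoplasm GFP at most 10,000,000; inconclusive = under 30 cells or total GFP of 10,000,000 plus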
# SIAH1 antagonists: Siah-1 peptide-binding antagonists, primary screen, biochemical, fluorescence polarization, rhodamine-plectin, uHTS (AID 1817) | Siah-1 / rhodamine-plectin peptide fluorescence polarization; higher % means a stronger effect | displacement, % at 20 µM, or IC50 in µM where a hit was titrated | actives 0.02% (n = 290,000);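 active = displacement of at least 50% at 20 µM, with a fluorescence ratio check between 0.3 and a set limit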;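 note: plate controls were Siah plus tracer with DMSO for no effect and tracer alone without Siah for full effect; strong numbers were not always called active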
# HIV peptide binding: inhibitors of HIV fusion peptide binding, primary screen, biochemical, uHTS, fluorescence dequenching (AID 1986) | inhibition, % at 20 µM; hits with a dose series show IC50 in µM | actives 0.3% (n = 290,000) | cell-free peptide binding, fluorescence dequenching, 30 min; higher % means a stronger effect; in the data active = inhibition mostly above about 52%, no sharp cut-off; inactive = mostly below about 76%; note: some results filed as inactive read as strong as hits
# Myeloid diff 2: myeloid differentiation induction; ER-HoxA9 myeloid progenitors, lysozyme-GFP differentiation, flow cytometry; calls only at 10 µM; actives 1% (n = 360,000);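 active = normalized GFP-positive differentiation at or above the plate's own cutoff, the solvent-only control mean plus 3 SD; inconclusive = no clear call, values can overlap the other calls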;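 note: cells exposed to compound for four days before flow analysis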
# LYP inhibition: PTPN22 lymphoid phosphatase activity blockers – biochemical, fluorescence intensity, uHTS (AID 1779); recombinant LYP phosphatase, fluorescence intensity; higher % means a stronger effect; one-dose inhibition, % at 11.5 µM; IC50 in µM for titrated hits; actives 0.054% (n = 290,000); in the data active = inhibition above about 50%;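 note: plate controls were vehicle with enzyme for no effect and no enzyme for full effect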
# NTR1 agonist: NTR1-driven beta-arrestin-GFP spot formation – imaging, U2OS cells, high content, primary screen (AID 493036) | P30989 | agonist mode | activation, % at 20 µM | actives 0.17% (n = 330,000);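 active = activation at or above 40% of the spot to cytoplasm intensity ratio, with at least 20 cells analyzed; inconclusive = wells under 20 cells, flagged as cytotoxic or low count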;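 note: 0% = DMSO without peptide and 100% = 100 nM NTR1 peptide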
# Target sequence (P30989 whole entry, looked up): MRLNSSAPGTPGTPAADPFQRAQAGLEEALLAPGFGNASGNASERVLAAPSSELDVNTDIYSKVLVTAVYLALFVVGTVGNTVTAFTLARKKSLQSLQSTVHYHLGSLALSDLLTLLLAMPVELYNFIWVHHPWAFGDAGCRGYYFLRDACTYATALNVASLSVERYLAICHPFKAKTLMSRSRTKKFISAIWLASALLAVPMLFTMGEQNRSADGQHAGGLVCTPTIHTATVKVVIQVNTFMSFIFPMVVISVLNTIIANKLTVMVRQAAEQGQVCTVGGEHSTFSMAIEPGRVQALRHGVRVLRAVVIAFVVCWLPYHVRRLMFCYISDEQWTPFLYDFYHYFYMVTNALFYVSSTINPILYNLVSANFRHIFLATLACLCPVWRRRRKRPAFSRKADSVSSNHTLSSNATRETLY
# Rac1 GTP hydrolysis: MgcRacGAP GTPase-activating activity inhibitors, confirmation, biochemical, ADP Hunter fluorescence | MgcRacGAP-stimulated Rac1 GTP hydrolysis, ADP Hunter fluorescence; higher % means a stronger effect; GST-tagged Rac1 F28L mutant substrate | inhibition, % at 30 µM; hits with a dose series show IC50 in µM | actives 0.6% (n = 340,000);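 active = first-screen hits whose inhibition reached a set limit at any dose in the follow-up dose series; inconclusive = inhibition above the set first-screen limit but never retested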;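 note: fluorescence reports GDP produced by GAP-driven GTP hydrolysis; strong numbers were not always called active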
# NTR1 agonist cell count 20 µM: second read-out of NTR1 agonist, no call of its own (marks repeat the call); cell count; measured here: cell count, cytotoxicity flag
# Myeloid diff 2 GFP+ MAC1+ %: further read-out of Myeloid diff 2, marked with its call; GFP+ MAC1+ double positive, %; measured here: differentiation confirmed by MAC1 staining
# The depositor's hits bear a star; i = inactive; ? = inconclusive; . = not tested or not shown; + = active, no number; & = joins results of further samples; ! = a repeat was not active.
SMILES,GPR55 LPI antagonism,PhoP inhibition,GPR35 arrestin U2OS,SIAH1 antagonists,HIV peptide binding,Myeloid diff 2,Myeloid diff 2 GFP+ MAC1+ %,LYP inhibition,NTR1 agonist,NTR1 agonist cell count 20 µM,Rac1 GTP hydrolysis
Cn1c(SCC(=O)NC2CC2)nnc1-c1ccccn1,15%,0%,8%,4%,0.2%,i,2.6,-7%,-1.0,61,5%
CN(CCC#N)C(=O)CSc1nnc(-c2ccco2)n1N,8%,3%,6%,6%,-0.5%,i,0.2,-2%,-1.3,60,11%
Fc1ccc(NC(=S)N2CCn3cccc3C2c2cccnc2)cc1 (configuration not stated),9%,2%,4%,1%,1.1%,i,0.4,1%,0.5,67,2%
CN1CCN(C(=O)C2CCCN(S(=O)(=O)c3ccc(Br)cc3)C2)CC1 (configuration not stated),-2%,6%,9%,-8%,-0.1%,i,1.7,-9%,-0.1,63,-1%
COc1ccc(-c2cccc(C(=O)Nc3ccccc3C)c2)cc1,7%,-11%,-3%,2%,-3.1%,i,0.1,0%,3.6,47,2%
Cc1ccc(S(=O)(=O)ON2C(=O)c3ccccc3C2=O)c(C)c1,-2%,-12%,-12%,5%,1.5%,i,0.1,-5%,.,.,-6%
Cc1ccc(Nc2nc(CSc3nnnn3-c3ccccc3)cs2)cc1,-2%,10%,-7%,-1%,0.5%,i,0.6,7%,0.5,82,8%
O=C(CC1C(=O)N(c2ccc(Cl)cc2)C(=S)N1CCc1ccncc1)Nc1ccc(F)cc1 (configuration not stated),4%,-6%,-2%,6%,14%,i,3.8,-4%,7.1,40,-6%
Cc1nccn1CC(O)Cn1c2ccccc2c2ccccc21 (configuration not stated),3%,3%,-2%,4%,-0.7%,i,1.8,-1%,-1.4,52,3%
COc1ccc(-c2nc(-c3cccnc3)no2)cc1,15%,-1%,9%,2%,0.5%,i,0.7,0%,-0.8,48,12%
CCCCOc1ccccc1NC(=O)CC1SC(=NCC)N(CC)C1=O (configuration not stated),-3%,16%,-3%,0%,1.3%,i,1.3,-2%,0.4,54,9%
O=C(C1CC1)N1CCN=C1SCc1cccc(F)c1,12%,7%,2%,4%,1.2%,i,0.8,2%,-0.5,70,-2%
CC(=O)NC1C(Oc2ccccc2C)OC2COC(c3ccco3)OC2C1O (configuration not stated),2%,-13%,8%,-5%,-1.7%,i,0.3,-3%,-0.4,66,2%
CCN(CC)CCCN(Cc1cc2cc(OC)ccc2[nH]c1=O)C(=O)Nc1ccc(F)cc1,-7%,-2%,-9%,8%,-2.0%,i,0.6,-5%,-1.1,47,6%
CCOCCCNc1nc2c(C)cccn2c(=O)c1/C=C1\SC(=S)N(C(C)CC)C1=O (configuration not stated),39%,-51%,12%,53%*,94%*,+,3.5*,2%,16,44,-2%
CC1CC(C)CN(CCCNC(=O)c2ccc(CS(=O)(=O)Cc3ccccc3F)o2)C1 (configuration not stated),18%,12%,6%,-4%,4.5%,i,1.3,-3%,-0.3,49,5%
COc1cc(-c2nnc(SCC(=O)N3c4ccccc4Sc4ccccc43)o2)cc(OC)c1OC,-6%,4%,-16%,-8%,2.1%,i,0.7,-2%,1.6,53,13%
O=C(CCc1cnccn1)NC1CCCc2c1cnn2-c1ccc(F)cc1F (configuration not stated),5%,-4%,5%,-3%,-1.1%,i,0.0,-5%,0.0,76,-2%
COc1ccccc1N1C(N)=NC(N)=NC1(C)C,-8%,-2%,-16%,-3%,-1.4%,+!,0.8*!,-14%,0.0,48,9%&7%
Cc1noc(C)c1-c1nc(CS(=O)(=O)c2ccccc2)no1,7%,-9%,-4%,4%,-0.1%,i,0.3,-8%,-0.6,52,3%
CCCCn1c(C(C)NC(=O)CC)nc2ccccc21 (configuration not stated),17%,7%,4%,7%,-1.1%,i,2.2,-4%,1.5,91,4%
COc1ccc(CC(C)Nc2cccc(SC)c2)cc1 (configuration not stated),2%,-1%,7%,-2%,0.8%,i,0.8,-3%,1.9,65,4%
Cc1nc2cc(C(=O)OCC(=O)N(CC(C)C)C3CCS(=O)(=O)C3)ccc2n1-c1ccccc1 (configuration not stated),12%,-3%,5%,1%,0.8%,i,0.5,-5%,-1.3,71,9%
N#CC1=C(N)N(c2ncn[nH]2)C2=C(C(=O)CCC2)C1c1ccc(F)cc1 (configuration not stated),-7%,16%,3%,-9%,16%,i,0.7,7%,-0.5,73,-10%
Oc1ccc(C[C@@H]2CNC(=S)N2CCc2cc(C(F)(F)F)cc(C(F)(F)F)c2)cc1,10%,2%,-17%,4%,0.0%,i,1.0,5%,12,61,5%

# Continued (two carried over from the part before).
SMILES,GPR55 LPI antagonism,PhoP inhibition,GPR35 arrestin U2OS,SIAH1 antagonists,HIV peptide binding,Myeloid diff 2,Myeloid diff 2 GFP+ MAC1+ %,LYP inhibition,NTR1 agonist,NTR1 agonist cell count 20 µM,Rac1 GTP hydrolysis
N#CC1=C(N)N(c2ncn[nH]2)C2=C(C(=O)CCC2)C1c1ccc(F)cc1 (configuration not stated),-7%,16%,3%,-9%,16%,i,0.7,7%,-0.5,73,-10%
Oc1ccc(C[C@@H]2CNC(=S)N2CCc2cc(C(F)(F)F)cc(C(F)(F)F)c2)cc1,10%,2%,-17%,4%,0.0%,i,1.0,5%,12,61,5%
O=C(c1nnc(-c2ccncc2)o1)c1ccccc1Cl,10%,-13%,-6%,1%,3.3%,i,7.2,-9%,-1.0,52,4%
CC(C)NC(=O)CN(C(=O)CCC(=O)Nc1nccs1)c1ccc2c(c1)OCO2,-2%,-3%,5%,0%,-2.1%,i,0.9,-2%,0.1,59,10%
CCc1c(C)c2c(C)nn(-c3ccccc3)c2oc1=O,3%,-5%,-7%,8%,0.0%,i,0.1,2%,10,78,10%
O=C(Nc1cccnc1Cl)c1cccs1,-3%,-5%,-2%,6%,0.0%,i,0.9,-6%,-1.0,53,4%
CCc1nc(N2CCN(C(=O)c3ccccc3)CC2)c2c3c(sc2n1)CCCC3,-2%,5%,17%,2%,-0.6%,i,0.9,2%,18,51,2%
O=C(Nc1ccccc1)Nc1cccn(Cc2c(F)cccc2Cl)c1=O,-3%,0%,6%,-3%,-0.8%,i,1.0,-6%,2.6,33,-7%
COc1ccccc1-c1nnc(SCC(=O)c2ccc(C3CCCCC3)cc2)n1Cc1ccco1,1%,6%,10%,1%,0.3%,i,0.8,3%,16,41,8%
O=C(c1cc(COc2ccc(F)cc2Cl)on1)N1CCc2sccc2C1,10%,-7%,-3%,2%,2.4%,i,1.0,-6%,2.3,61,7%
COc1ccc(CCNC(=O)COC(=O)c2ccccc2NCCO)cc1OC,.,-1%,.,.,.,i,1.0,.,0.7,64,4%
CC1CCN(C(=O)Cn2c3ccccc3c3nc4n(c(=O)c32)CCS4)CC1,3%,3%,6%,-2%,-0.9%,i,5.8,-4%,1.5,65,14%
COc1ccccc1-n1c(SCC(N)=O)nc2sc3c(c2c1=O)CCC3,32%,2%,-10%,-10%,-1.5%,i,0.2,-4%,-1.4,59,-2%
COCCOc1ccc(C(F)(F)F)cc1NC(=O)COC(=O)C1=COCCO1,.,3%,.,.,.,i,1.5,.,-0.1,63,9%
CCN1CCN(C(c2cccc(OC)c2OC)c2nnnn2Cc2ccco2)CC1 (configuration not stated),-6%,-8%,4%,2%,-1.5%,i,0.1,-6%,-1.1,34,5%
COC(=O)c1ccc(CSc2nncn2C)cc1,5%,-5%,-5%,1%,-2.8%,i,14,-13%,-0.8,48,2%
Cc1cc(S(=O)(=O)Nc2ccc(C(=O)NCC(C)(C)N3CCOCC3)cc2)ccc1F,4%,-1%,2%,-3%,0.3%,i,0.4,-10%,0.9,61,7%
C=CCNC(=O)CSc1nc2scc(-c3ccco3)c2c(=O)n1CC=C,8%,-7%,-1%,22%,4.8%,i,0.3,-7%,-0.5,64,2%
COc1ccccc1Nc1nc(C)cc(C)c1C(N)=O,6%,0%,-5%,5%,-1.5%,i,1.1,-5%,-0.2,54,11%
CCC(CC)C(=O)N1CC(=O)Nc2ccc(Br)cc2C1c1ccccc1 (configuration not stated),34%,3%,17%,7%,2.0%,i,1.4,-4%,0.4,80,7%
CCOc1ccccc1NC(=O)c1cccc2c1C(=O)N(C1CCCCC1)C2,0%,4%,-16%,7%,0.7%,i,1.8,-4%,5.4,43,9%
COc1ccc2ccccc2c1CNCCCN1CCOCC1,9%,19%,1%,-1%,0.2%,i,0.6,-12%,1.3,73,5%
Cc1ccc(-c2nc(CNC(=O)c3cc(C)on3)cs2)cc1,4%,-6%,-10%,-5%,3.0%,?,.,-6%,-0.7,32,11%
CCOC(=O)c1c(C)oc2c1c(CN1CCN(C(=O)OCC)CC1)c(O)c1ccccc12,-2%,5%,-6%,5%,11%,i,0.2,5%,24,59,12%
Cc1ccc(S(=O)(=O)/C(C#N)=C/c2c(N3CC(C)OC(C)C3)nc3ccccn3c2=O)cc1 (configuration not stated),3%,2%,-15%,5%,-3.2%,i,0.9,2%,5.5,85,7%
O=C(COc1ccc(Cl)cc1)NCc1nnc(SCC(=O)Nc2ccccc2F)o1,-1%,-9%,-3%,0%,2.7%,i,0.2,-3%,-0.1,55,8%
COC(=O)c1ccccc1NC(=S)NC(NC(=O)c1ccco1)C(Cl)(Cl)Cl (configuration not stated),8.1µM*,12%,-10%,-2%,2.3%,i,6.1,-4%,0.2,42,4%
Cc1cccc(OCC(=O)Nc2cccc(C(=O)NCC(C)C)c2)c1,4%,5%,-17%,2%,1.3%,i,2.6,2%,1.2,55,-12%
COc1ccc(C(=O)NCCN2CCCC2)cc1OC,-4%,-1%,-9%,0%,-0.9%,i,2.2,-7%,-1.5,44,4%
CCOC(=O)c1[nH]c(COC(=O)c2ccccc2NC(=O)c2ccco2)c(C(=O)OCC)c1C,-4%,-16%,-7%,-1%,10%,i,1.4,1%,0.4,71,9%
COc1ccc(NC(=O)C/C(C)=N/NC(=O)c2ccccn2)c(OC)c1,6%,4%,-6%,-4%,2.0%,i,0.8,-6%,-0.7,64,9%

# With a hit mark in HIV peptide binding (from the list above):
mol	PhoP inhibition	GPR35 arrestin U2OS	SIAH1 antagonists	HIV peptide binding	Myeloid diff 2 GFP+ MAC1+ %	LYP inhibition	Rac1 GTP hydrolysis
CCOCCCNc1nc2c(C)cccn2c(=O)c1/C=C1\SC(=S)N(C(C)CC)C1=O (configuration not stated)	-51%	12%	53%*	94%*	3.5*	2%	-2%
